# Screens deposited in PubChem BioAssay by Sanford-Burnham Center for Chemical Genomics.
# DUSP3 inh: blocks the human dual specificity phosphatase VHR1; P51452; recombinant VHR phosphatase, colorimetric substrate read-out; inhibition, % at 20 µM; 50,000 tested, 0.7% active; AID 1992; in the data active = inhibition above about 60%; also: some results filed as inactive read as strong as hits
# Target sequence (P51452 whole entry, looked up): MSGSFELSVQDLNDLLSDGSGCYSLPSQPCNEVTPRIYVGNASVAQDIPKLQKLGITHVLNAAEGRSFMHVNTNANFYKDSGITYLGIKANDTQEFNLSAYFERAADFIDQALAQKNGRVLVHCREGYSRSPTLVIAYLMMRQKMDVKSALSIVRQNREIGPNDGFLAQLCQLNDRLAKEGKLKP
# Starred values were filed as active, the others as inactive. A portion of the library, so the mix of outcomes need not match the whole.
SMILES,DUSP3 inh
O=C(Nc1ccc(NC(=O)c2ccc(-c3ccc(Br)cc3)o2)cc1)c1ccco1,-10
S=C(Nc1ccccc1)N1CCc2ccccc21,15
N#Cc1c(N)[nH]c(=S)c(C#N)c1-c1ccc(Br)cc1,3
C/C(=N\NC(=O)c1cc(-c2ccco2)[nH]n1)c1ccc(O)cc1,12
CC1=NN(c2ccc(S(N)(=O)=O)cc2)C(=O)/C1=C\c1cccc(Br)c1,-16
COc1ccccc1N1CCN(C(=O)c2ccc(I)cc2)CC1,15
O=C(Nc1cc(Br)cc2cccnc12)c1ccc(Cl)cc1,-6
C=C(C)CNC(=S)Nc1sc2c(c1C(=O)OCC)CCCC2,-18
CC(=O)N(CCCN(C)C)Cc1ccc2c(c1)OCO2,98
COc1ccc(C(=O)NCC(C)C)cc1OC,-27
CCOc1cc(/C=N\NC(=O)c2ccccc2Cl)cc([N+](=O)[O-])c1O,-20
CN(C)Cc1c(O)c[n+]([O-])c2ccccc12,-2
O=C(c1ccccc1)N1CCN(C2CC(=O)N(CCc3ccccc3)C2=O)CC1 (stereo not drawn),-13
O=C(c1ccco1)N(CCN(Cc1ccccc1)C(=O)c1ccco1)Cc1ccccc1,7
Cc1ccc(C2=C/C(=C\c3cc([N+](=O)[O-])ccc3Cl)C(=O)O2)cc1,7
COc1ccc(C(=O)/C=C/c2cccc(Cl)c2Cl)cc1,-7
CCCOc1ccc(N2C(=O)CC(N3CCC(C(N)=O)CC3)C2=O)cc1 (stereo not drawn),-6
CC1=NN(c2cccc(C(=O)O)c2)C(=O)/C1=C\c1cccc([N+](=O)[O-])c1,0
CC(C)(O)C#Cc1ccc(C(=O)NCc2ccco2)cc1,8
CCCN1C(=O)c2ccccc2NC1c1cc(OC)c(OC)c(OC)c1 (stereo not drawn),10
CC1(CC(=O)NNC(=O)Nc2ccccc2)OCCCO1,3
CCOC(=O)c1c(C)nc2ccccn12,-19
FC(F)(F)c1nc2ccccc2n1CC#CCn1c(C(F)(F)F)nc2ccccc21,-14
CCOC(=O)C1=C(O)/C(=C/N(C)C)N=C1C,10
CCOC(=O)c1[nH]c(C)c(C(=O)N/N=C/c2ccc(-c3ccc(Cl)cc3)o2)c1C,-44
CCCCOc1ccccc1C1C(C(=O)OC)=CNC=C1C(=O)OC,-14
Cc1no[n+]([O-])c1COc1ccccc1C=O,2
COc1ccc(/C=C/C(=O)/C=C/c2ccc(N(C)C)cc2)cc1,-20
Cc1c(OC(C)C)ccc2c1oc(=O)c1ccccc12,-14
COC(=O)c1ccc(NC(=O)c2ccccc2C(F)(F)F)cc1,-11

# Of the compounds above, these contain fluorine:
SMILES,DUSP3 inh
FC(F)(F)c1nc2ccccc2n1CC#CCn1c(C(F)(F)F)nc2ccccc21,-14
COC(=O)c1ccc(NC(=O)c2ccccc2C(F)(F)F)cc1,-11

# Additional results follow:
SMILES,DUSP3 inh
CN(C)c1ccc(C2/C(=C(\O)c3ccc(Cl)cc3)C(=O)C(=O)N2CCCCCC(=O)O)cc1 (stereo not drawn),-16
Cc1ccccc1NC(=S)NC(=O)/C=C/c1ccccc1,-9
Cc1ccc(C(=O)Nc2nc(-c3ccc(F)cc3)cs2)cc1[N+](=O)[O-],-23
CCOc1ccc(C(=O)Nc2cc(Cl)cc(Cl)c2)cc1[N+](=O)[O-],-5
O=C(c1ccccc1F)N1CCN(Cc2ccc(F)cc2)CC1,-8
COc1ccc(Cl)cc1/C=C1\C(=O)NC(=O)N(c2cc(C)cc(C)c2)C1=O,5
COc1cccc(/C=N/NC(=O)CCNc2n[nH]c(=O)[nH]c2=O)c1OC,-5
COc1ccc(N/C(C)=C/C2=[N+](c3ccccc3)C(O)(c3ccccc3)CS2)cc1 (stereo not drawn),31
O=[N+]([O-])c1cccc(S(=O)(=O)N2CCN(c3ccccc3)CC2)c1,-1
Cc1ccc(NC(=O)COc2ccc(Cl)cc2)c([N+](=O)[O-])c1,0
CC1CCN(c2nc(-c3ccccc3O)nc3ccccc23)CC1,-8
Cc1cc(Cl)ccc1NC(=O)c1cccc([N+](=O)[O-])c1C,8
CCOC(=O)c1cnn2c(C)cc(C)nc12,-28
C#CCOc1c(Cl)cc(C2C(C(=O)OC)=C(C)NC3=C2C(=O)c2ccccc23)cc1Cl (stereo not drawn),0
O=[N+]([O-])c1cc(-c2nnc(-c3ccccc3)o2)cc([N+](=O)[O-])c1,-12
CC(=O)Nc1ccc(NC(=S)NC(NC(=O)c2cccc([N+](=O)[O-])c2)C(Cl)(Cl)Cl)cc1 (stereo not drawn),-2
Fc1ccc(Cn2cc(/C=N/n3cnnc3)c3ccccc32)cc1,-4
CCOC(=O)CNC1CC(C)(C)NC(C)(C)C1,-18
CC1=NNC(=O)C1CCC(=O)N/N=C/c1c(Cl)cccc1Cl (stereo not drawn),-4
O=C(NCCNS(=O)(=O)c1ccccc1)c1c(O)c2ccccc2oc1=O,1
C#CCOc1ccc(/C=C2\C(=O)NC(=O)N(c3ccc(C)cc3)C2=O)cc1OCC,-18
C=COCCNC(=O)C(=O)Nc1ccccc1C,2
CC(C)CN1C(=O)/C(=C/c2cccc([N+](=O)[O-])c2)SC1=S,-18
CCOc1cc(/C=c2\sc3nc4ccccc4n3c2=O)cc(Br)c1OCc1ccc(F)cc1,-11
CC(C)CCNC1=CC(=O)CC(c2ccccc2)C1 (stereo not drawn),106
CN1CCN(C(=O)/C=C/c2ccc(Cl)cc2)CC1,-2
CCOC(=O)c1c(NC(=O)c2ccc(Br)cc2)sc(C(=O)N(CC)CC)c1C,-2
CC(N=Cc1ccc(O)cc1)C1COc2ccccc2O1 (stereo not drawn),-14
Cc1ccc(NC(=S)NC(=O)c2ccccc2Cl)cc1C,-8
O=C(NC(=S)NCCCN1CCOCC1)c1ccc(Cl)cc1Cl,-15
O=C1C=C/C(=N\S(=O)(=O)c2cccc([N+](=O)[O-])c2)c2ccccc21,-12
CCSCCOC(=O)C1=C(C)N(C)C(=O)NC1c1cc(OC)ccc1OC (stereo not drawn),4
COc1ccccc1/C=N/N=C1/NC(=O)C(CC(=O)Nc2cccc(C(C)=O)c2)S1 (stereo not drawn),2
COc1cccc(C(=O)NC(NC(=S)Nc2ccc(Cl)cc2Cl)C(Cl)(Cl)Cl)c1 (stereo not drawn),-1
COc1ccc(N2CC(C(=O)N/N=C/c3cc(OC)ccc3OC)CC2=O)cc1 (stereo not drawn),-8
O=C1Nc2ccccc2/C1=C/c1nc2ccc(I)cc2c(=O)n1-c1ccccc1,-26
CCOC(=O)C1=C(O)/C(=C\c2ccccc2OC)N=C1C,-6
Cc1c(Cl)cccc1N=C1NC(=O)/C(=C/c2ccc(OC(C)C)cc2)S1,22
COc1ccccc1-c1coc2c(CN(C)C)c(O)ccc2c1=O,-5
O=C(NC(Cc1ccccc1)C(=O)Nc1ccccc1)OCc1ccccc1 (stereo not drawn),4
O=C(O)CCCCCCCCCCN1C(=O)/C(=C/c2cccc(Br)c2)SC1=S,-29
O=C1CSC2=NCN(c3cccc(Cl)c3)CN12,1
CC(=O)NC(c1ccc(C)cc1)c1c(OC(C)=O)ccc2ccccc12 (stereo not drawn),3
CCN(CC)S(=O)(=O)c1ccc(-c2ccc(S(=O)(=O)N(CC)CC)cc2)cc1,-8
COc1ccc(C)cc1NC(=O)c1ccc([N+](=O)[O-])c(C)c1,3
CCOC(=O)c1cc2nc(-c3ccc(OC)cc3)cc(C(F)(F)F)n2n1,12
COc1ccc(/C=N/Nc2nnc(-c3ccccc3)c(-c3ccccc3)n2)c(OC)c1,-14
O=C(NCc1ccc2c(c1)OCO2)c1ccc(S(=O)(=O)N2CCCC2)cc1,1
COc1ccc(-n2nc3cc(C)c(NC(=O)c4cccc5ccccc45)cc3n2)cc1,-12
COc1ccc(/C=C2\CC3C4CC=C5CC(O)CCC5(C)C4CCC3(C)C2=O)cc1 (stereo not drawn),-1

# Other results:
SMILES,DUSP3 inh
COCCCNC(=O)CN(c1ccc(Cl)c(C(F)(F)F)c1)S(=O)(=O)c1ccccc1,-2
CC(=O)c1ccc(N2CCN(C)CC2)c(F)c1,6
Cc1ccc(-c2csc(-c3cc4cc([N+](=O)[O-])ccc4oc3=O)n2)cc1,-9
CCc1ccccc1NC(=O)C(=O)NCCCO,-9
O=C(Nc1ccccc1C(=O)NC(Cc1c[nH]c2ccccc12)C(=O)O)c1ccccc1 (stereo not drawn),-9
Cc1ccc(CN2CCN(/N=C\c3cc(Br)ccc3O)CC2)cc1,5
Cc1ccc(-c2noc(COc3cccc(C)c3)n2)cc1,-11
CCOc1ccc(N2C(=O)NC(=O)/C(=C/C=C/c3ccco3)C2=O)cc1,-10
O=C(Nc1nc2ccccc2n1Cc1ccc(Cl)cc1)c1ccc(Cl)cc1,-22
Cc1ccc(-c2nc3cc(NC(=S)NC(=O)c4ccco4)ccc3o2)cc1,0

# Overlap with the part before: seven compounds, followed by the next part.
SMILES,DUSP3 inh
CCc1ccccc1NC(=O)C(=O)NCCCO,-9
O=C(Nc1ccccc1C(=O)NC(Cc1c[nH]c2ccccc12)C(=O)O)c1ccccc1 (stereo not drawn),-9
Cc1ccc(CN2CCN(/N=C\c3cc(Br)ccc3O)CC2)cc1,5
Cc1ccc(-c2noc(COc3cccc(C)c3)n2)cc1,-11
CCOc1ccc(N2C(=O)NC(=O)/C(=C/C=C/c3ccco3)C2=O)cc1,-10
O=C(Nc1nc2ccccc2n1Cc1ccc(Cl)cc1)c1ccc(Cl)cc1,-22
Cc1ccc(-c2nc3cc(NC(=S)NC(=O)c4ccco4)ccc3o2)cc1,0
COc1cc(/C=C2\C(=O)NC(=O)N(c3ccc(C)cc3)C2=O)cc(Cl)c1O,-7
O=C(/C=C/c1ccc(F)cc1)c1nc2ccccc2s1,-34
CCOC(=O)C(=CNc1ccc(C)c(C)c1)C(=O)OCC,-27
COc1ccc(CC(=O)N2CCN(c3cccc(Cl)c3)CC2)cc1OC,-28
CC1(C)C2CCC1(C)C(NC(=O)C1CC3c4ccccc4C1c1ccccc13)C2 (stereo not drawn),5
C(=N\n1cnnc1)/c1ccc(OCCOc2ccc(C3CCCCC3)cc2)cc1,106*
Cc1ccc(-n2nc3cc(C)c(NC(=O)Cc4ccccc4)cc3n2)cc1,-8
O=C(Nc1ccc(Cl)cc1Cl)C1C(c2ccccc2)C1(Cl)Cl (stereo not drawn),-10
O=C(NN=C1CCCC1)c1ccncc1,-24
Cc1ccc2ccc(S(=O)(=O)n3nnc4ccccc43)cc2c1,-10
COc1ccc(C2CC3CC(c4ccccc4)N2O3)cc1 (stereo not drawn),-30
O=[N+]([O-])c1cnc(Nc2ccc3ccccc3c2)nc1,-32
COc1ccc(C(=O)Nc2ccccc2)cc1S(=O)(=O)NC1CCCCC1,2
CCOC(=O)c1c(NC(=O)CNCCO)sc(C)c1C,-6
Cc1ccc(N(Cc2ccc(C(=O)Nc3cc(Cl)ccc3C)cc2)S(C)(=O)=O)cc1C,34
Oc1ccc(Br)cc1C1N(c2ccccc2)CCN1c1ccccc1,0
CCC(Oc1ccccc1)C(=O)NC(C)C (stereo not drawn),-21
COc1ccc(N2C(=O)CC(N3CCN(C(c4ccccc4)c4ccc(Cl)cc4)CC3)C2=O)cc1 (stereo not drawn),18
COc1ccc(/C=C2\SC(=Nc3ccc(F)cc3)NC2=O)cc1OC,-11
CC(=O)c1cc(Cn2cnc([N+](=O)[O-])n2)cs1,10
OC(COc1ccc(Cl)cc1)CSc1ncn[nH]1 (stereo not drawn),11
O=C(O)C1C2CCCC1C2c1ccccc1 (stereo not drawn),101*
Cc1cc(C)c(C(=O)c2ccc(C(=O)O)cc2)c(C)c1,-16
COc1cc(OC)c(OC)cc1CN1CCN(C(=O)c2ccc(F)cc2)CC1,-6
O=c1c([N+](=O)[O-])c(Cl)c2ccccc2n1-c1ccccc1,-17
COc1ccccc1NC(=O)c1cnn(-c2ccccc2)c1NC(C)=O,3
CCCS(=O)(=O)c1c(S(=O)(=O)CCC)c2cc(-c3ccncc3)ccn2c1C(=O)OC,-7
Cc1ccc(N2C(=O)c3ccccc3NC2c2c(F)c(F)c(F)c(F)c2F)cc1 (stereo not drawn),-19
COC(=O)CN1C(=O)/C(=C\c2ccccc2F)SC1=S,3
COc1ccc(CNC(=O)CSCC(=O)Nc2ccc3ccccc3c2)cc1,1
O=C(O)c1ccc(N2C(=O)C=CC2=O)cc1Cl,-17
COc1ccc2ccccc2c1/C=C(\C#N)C(=O)NCC1CCCO1 (stereo not drawn),-7
COc1cccc(C(=O)N2CCN(Cc3ccccc3Cl)CC2)c1,14
CC1(C)Cc2c(sc3nc(SCC(N)=O)n(Cc4ccccc4)c(=O)c23)CO1,-17
Cc1cc(OCc2ccc(F)cc2)c2c3c(c(=O)oc2c1)CCC3,-4
COC(=O)C1=CN(Cc2cccs2)C=C(C(=O)OC)C1c1ccc(C)s1,-6
COc1ccc(-n2nc3cc(C)c(NC(=O)c4cc5ccccc5o4)cc3n2)cc1,-7
Cc1ccc(S(=O)(=O)N2CCN(C(=O)c3cccs3)CC2)cc1,-1
Cc1ccc(C(=O)O/N=C(\N)Cc2ccc(Cl)cc2Cl)cc1[N+](=O)[O-],4
CCOc1ccc(C2=C/C(=C/c3ccc(Cl)cc3)C(=O)O2)cc1,-7

# In a second layout: results already given
Cc1cc(OCc2ccc(F)cc2)c2c3c(c(=O)oc2c1)CCC3
  DUSP3 inh = -4

COC(=O)C1=CN(Cc2cccs2)C=C(C(=O)OC)C1c1ccc(C)s1
  DUSP3 inh = -6

COc1ccc(-n2nc3cc(C)c(NC(=O)c4cc5ccccc5o4)cc3n2)cc1
  DUSP3 inh = -7

Cc1ccc(S(=O)(=O)N2CCN(C(=O)c3cccs3)CC2)cc1
  DUSP3 inh = -1

# Following part.
SMILES,DUSP3 inh
COc1cc(/C=N\NC(N)=S)ccc1OC(=O)c1cc(F)c(F)cc1Cl,-17
CN1C(=O)/C(=C/c2ccc(OC(=O)c3ccc(F)cc3)cc2)SC1=S,3
O=C(c1cccc(S(=O)(=O)N2CCCCC2)c1)N1CCCc2ccccc21,-3
COc1ccc(C(=O)Nc2nc(-c3ccc(Br)s3)cs2)c(OC)c1,88

# Part of the list above in a different format.
SMILES: CN1C(=O)/C(=C/c2ccc(OC(=O)c3ccc(F)cc3)cc2)SC1=S
  DUSP3 inh: 3
SMILES: O=C(c1cccc(S(=O)(=O)N2CCCCC2)c1)N1CCCc2ccccc21
  DUSP3 inh: -3
